Screening results from PubChem.
Epigenetic derep: epigenetic control regulation, reporter derepression | murine LDR cells, GFP reporter derepression, 30 h | Potency, µM (series often up to 53.9 µM), for the others: top-dose GFP activation, hits mostly activators | 280,000 tested, 0.2% active | AID 1865; further: potency means the concentration at half of the fitted maximal effect; % of control where 0% means no effect; nearly all actives have a fitted effect of over 60% in size
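Reporter derepression read as number of fluorescent GFP-positive objects, 20-120 um in size, counted by laser-scanning cytometer. Mouse LDR line with an epigenetically silenced CMV-GFP locus; compound incubation 30 h, 37 C.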
CBFb RUNX1 block: CBF-beta/RUNX1 interaction disruption; Potency, µM (titrated, usually from 59.8 µM), for the others: top-dose activity, negative = inhibition, hits mostly inhibitors; 230,000 tested, under 10 active; AlphaScreen CBFb-His/RUNX1-biotin binding, biochemical; Q01196+Q13951; further: % of control where 0% means no effect
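CBF-beta (His) and RUNX1 (biotin), 30 nM each; 20 min preassociation; + compound, 15 min; + beads 50 ng each (Ni, streptavidin), 90 min; RT; AlphaScreen read.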
aGal spleen mod: alpha-galactosidase A (human) modulation; Potency, µM (highest dose often 80 µM), without a hit: top-dose activity change, negative = inhibition, usual class: inhibitors; 240,000 tested, 0.008% active; P06280; AID 2107; human spleen homogenate, 4MU-alpha-Gal fluorescence, 40 min;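 further: potency means the concentration at half of the fitted maximal effect; 0% = enzyme with vehicle and -100% = no enzyme basal signal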
Target sequence (P06280 32-429 limits assumed): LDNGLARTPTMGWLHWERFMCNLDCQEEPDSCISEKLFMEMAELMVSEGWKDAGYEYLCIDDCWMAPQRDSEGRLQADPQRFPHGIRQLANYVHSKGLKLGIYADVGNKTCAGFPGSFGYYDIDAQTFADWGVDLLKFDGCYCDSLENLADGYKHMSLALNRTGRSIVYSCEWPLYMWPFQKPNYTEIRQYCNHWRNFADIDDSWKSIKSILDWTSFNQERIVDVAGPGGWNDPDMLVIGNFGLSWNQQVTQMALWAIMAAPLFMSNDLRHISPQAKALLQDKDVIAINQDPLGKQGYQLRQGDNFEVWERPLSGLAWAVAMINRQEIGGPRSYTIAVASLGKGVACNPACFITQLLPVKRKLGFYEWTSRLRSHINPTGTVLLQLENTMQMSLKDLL
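Spleen homogenate 1 ug + cpd (titration) + 4-MU-alpha-D-galactopyranoside 1 mM; 37C 40 min; 50 mM citrate/phosphate pH 5.0, 0.01% Tween-20; stop pH 10; fluorescence 365/440; AC50 via Hill.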
Tau fibril FP: inhibitors of human tau fibril formation; P10636; K18 P301L tau heparin fibrillization, Alexa594 FP, 6 h; Potency, µM (doses to about 57.7 µM), for inactives: at the highest dose activity, negative = inhibition, hits mostly inhibitors; 280,000 tested, 0.39% active; AID 1468; further: potency means the concentration at half of the fitted maximal effect; on the % scale 0 is the no-effect control and ±100 the full control effect; nearly all actives have a fitted effect of over 55% in size
Target sequence (P10636 561-689 P618L limits assumed): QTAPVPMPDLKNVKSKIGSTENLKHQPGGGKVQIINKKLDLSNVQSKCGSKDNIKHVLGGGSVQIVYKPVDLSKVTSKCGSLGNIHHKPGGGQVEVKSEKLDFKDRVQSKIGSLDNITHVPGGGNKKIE
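Human K18 P301L fragment (15 uM unlabeled plus 0.24 uM Alexa 594-labeled) in 100 mM sodium acetate pH 7 with compound, aggregation induced by 20 uM heparin for 6 hr at 37 C. ThT (30 uM) added for 1 hr, then Alexa 594 FP read.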
NPSR antag: blocks cAMP signaling of the human neuropeptide S receptor | Q6W5P4 | CHO-NPSR cells, cAMP TR-FRET, antagonist mode | Potency, µM (series often up to 38.3 µM), for the others: at the top dose activity change, negative = inhibition, most hits filed as inhibitors | 220,000 tested, 1% active | AID 1461; further: potency means the concentration at half of the fitted maximal effect; on the % scale 0 is the no-effect control and ±100 the full control effect; nearly all actives have a fitted effect of over 50% in size; many of its hits are not listed in these tables
Target sequence (Q6W5P4 whole entry, looked up): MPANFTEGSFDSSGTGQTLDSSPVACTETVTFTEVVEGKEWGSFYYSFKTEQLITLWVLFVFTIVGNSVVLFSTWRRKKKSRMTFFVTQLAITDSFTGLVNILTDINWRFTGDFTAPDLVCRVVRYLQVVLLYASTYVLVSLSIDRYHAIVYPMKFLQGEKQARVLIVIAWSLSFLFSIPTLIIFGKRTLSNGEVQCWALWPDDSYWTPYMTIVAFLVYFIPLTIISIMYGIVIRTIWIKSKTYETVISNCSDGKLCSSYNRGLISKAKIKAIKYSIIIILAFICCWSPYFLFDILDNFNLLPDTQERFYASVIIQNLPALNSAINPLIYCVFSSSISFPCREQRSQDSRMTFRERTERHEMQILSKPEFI
TRb-SRC2 inh: TRbeta-SRC2 interaction inhibition. Potency, µM (top dose mostly 106 µM), without a hit: top-dose activity change, negative = inhibition, usual class: inhibitors. P10828. 280,000 tested, 0.065% active. AID 1469. TRbeta-SRC2 peptide binding, fluorescence polarization; receptor liganded with 1 µM T3;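 further: potency means the concentration at half of the fitted maximal effect; plate controls were bound peptide for no effect and peptide without receptor for full effect; nearly all actives have a fitted effect of over 50% in size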
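A fluorescence polarization screen tested compounds at multiple concentrations against complex formation between 0.6 uM TRb ligand-binding domain and 20 nM Texas Red SRC2 peptide, with 1 uM T3 present; readout after 5 hr.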
Tau fluor cs: counter-screen for tau fibril formation inhibitors. Potency, µM (highest dose often 57.7 µM), without a hit: at the top dose activity change, negative = decrease. tau K18 P301L Alexa594 fluorescence, heparin fibrillization. 280,000 tested, 0.93% active; further: potency means the concentration at half of the fitted maximal effect; on the % scale 0 is the no-effect control and ±100 the full control effect; nearly all actives have a fitted effect of over 55% in size
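Human tau K18 P301L (15 uM unlabeled, 0.24 uM Alexa 594-labeled) in 100 mM sodium acetate pH 7 with 20 uM heparin, 6 hr at 37 C. ThT 30 uM added, 1 hr ambient; Alexa 594 FP and total fluorescence read at 555/632 nm.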
TexasRed fluor: counter-screen for TRb-SRC2 inhibitors: fluorescence interference; TRb/SRC2 Texas Red total fluorescence interference; Potency, µM (titrated, usually from 106 µM), inactives show at the top dose fluorescence change, negative = quenching; 280,000 tested, 0.29% active; AID 1479; active means well fitted curve in either direction with a large enough effect; inconclusive means small, poorly fitted or top-dose-only effect; further: potency means the concentration at half of the fitted maximal effect; on the % scale 0 is the no-effect control and ±100 the full control effect
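Human TRβ ligand-binding domain (0.6 uM) and Texas Red SRC2 peptide (20 nM) in Tris buffer with 1 uM T3 and 5% DMSO were incubated with pinned compound for 5 hr at ambient temperature. Total fluorescence was computed as S + 2P (555/632 nm).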
* hit, by the source's call; ? = inconclusive; . = no result given; [ ] = remark or other dose. Unless noted, the call rests on the fitted dose curve; in most records, active means well fitted curve in the direction sought with a large enough effect; inconclusive means small, poorly fitted or top-dose-only effect, or another doubt; inactive means no such curve, though single readings can be large; an effect the other way counts as inactive or inconclusive. This is a subset; count on the stated rates, not on these rows.

smiles | Epigenetic derep | CBFb RUNX1 block | aGal spleen mod | Tau fibril FP | NPSR antag | TRb-SRC2 inh | Tau fluor cs | TexasRed fluor
CC(=O)c1ccc(N2CCN(C(=O)Cc3cccs3)CC2)cc1 | -0.4% | 1% | -2% | -3% | -5% | 4% | -5% | -3%
O=C(Nc1cccc(Cl)c1N1CCOCC1)c1ccc2c(c1)OCCO2 | -6.2% | -6% | 1% | 1% | -40% | 10% | 2% | -1%
O=C(Nc1cccc(NC(=O)N2CCN(c3ccccc3)CC2)c1)N1CCN(c2ccccc2)CC1 | -0.8% | ? | -21% | 7% | -26%[46.1 µM] | 2% | ? | -4%
COc1ccccc1/C=C/C=N/NC(=O)c1cc(-c2ccc(C)o2)[nH]n1 | 1.4% | -13% | -6% | -13% | ? | 4% | ? | -2%
CC(=O)c1cccc(NC(=O)c2sc(-n3nc(C)c(Cc4ccccc4)c3C)nc2C)c1 | -3.2% | . | . | -13% | . | -7% | -20% | 4%
O=C(NNC(=S)Nc1ccc(F)cc1)c1ccccc1OC(F)F | ? | 3% | -2% | 6% | -3%[46.1 µM] | -11% | -4% | 1%
COc1ccccc1N1CCN(c2ccc(=O)n(CC(=O)NCc3ccc(F)cc3)n2)CC1 | 13% | . | . | 9% | . | 7% | -2% | 0%
C#CC(CO)N(CCN(Cc1ccccc1)C(C#C)CO)Cc1ccccc1 (stereo unspecified) | 0.0% | 1% | 1% | 1% | ? | -13% | -7% | 2%
Cc1ccc(C(=O)Nc2cccc(C(F)(F)F)c2)cc1Nc1ccccn1 | -0.4% | 2% | 5% | -7% | -40% | -2% | ? | -1%
COC(=O)Cc1csc(Nc2c(C)n(C)n(-c3ccccc3)c2=O)n1 | 0.9% | 3% | 0% | 3% | -12%[46.1 µM] | 4% | 3% | -2%
COc1ccc(Cc2nnc(SCC(=O)NCC3CCCO3)o2)cc1 (stereo unspecified) | -4.3% | 6% | 1% | -3% | -13%[46.1 µM] | -27% | 6% | 12%
O=C(NC1CCCCC1)N1CCN(C(=O)c2ccco2)CC1 | 0.0% | 0% | -1% | -1% | 17%[46.1 µM] | -7% | -5% | 3%
Clc1ccc(-c2nnc3cccc(Cl)n23)c(Cl)c1 | -0.9% | 9% | 0% | -11% | -8%[46.1 µM] | -21% | -5% | 2%
COC(=O)c1ccc(N=Cc2c(C(F)(F)F)[nH]n(C)c2=O)cc1 | -2.1% | -4% | -6% | -4% | 1% | -3% | -4% | -3%
CC(=O)c1ccc(N=Cc2c(O)n(-c3cc(Cl)ccc3N3CCOCC3)c(=O)c3ccccc23)cc1 | -1.9% | 2% | 2% | -8% | -17%[46.1 µM] | -3% | -9% | -4%
C/C(=N\NC(=O)C1COc2ccccc2O1)c1cccs1 (stereo unspecified) | -4.0% | 1% | -8% | -4% | -3%[46.1 µM] | -5% | -8% | -2%
c1cn(CCCNc2ncnc3sc4c(c23)CCC4)cn1 | -3.2% | -8% | -6% | -1% | 5%[46.1 µM] | -8% | 9% | 0%
Cc1ccc(NC2=CC(=O)CC(C)(C)C2)cc1C | -1.0% | 1% | -8% | 5% | 1%[46.1 µM] | -3% | -9% | -2%
CS(=O)(=O)N(CC(=O)Nc1ccc(S(=O)(=O)N2CCOCC2)cc1)c1ccccc1Cl | -1.6% | 3% | -6% | -6% | -16% | 2% | -11% | -1%
CCOc1cc(C(=O)O)cc(Cl)c1OC | 0.0% | 8% | 3% | 0% | 0%[46.1 µM] | 11% | -2% | -3%
OC(COCC(F)(F)C(F)(F)C(F)(F)C(F)F)Cn1c2ccccc2c2ccccc21 (stereo unspecified) | 2.8% | -2% | -4% | 5% | ? | 7% | -3% | 2%
COCC(C)n1c(C)cc(C(=O)CSc2nnc(N)s2)c1C (stereo unspecified) | 3.8% | -9% | -4% | 2% | -16%[46.1 µM] | 4% | -5% | 0%
O=C(CCc1ccccc1)Nc1ccccc1F | -5.2% | 3% | 10% | 4% | 3%[46.1 µM] | -19% | 1% | -1%
COc1ccc(-c2nc3ccccc3[nH]2)cc1 | -2.7% | -2% | -9% | -7% | -2%[46.1 µM] | 6% | -13% | 1%
CCOc1ccc(Nc2oc(-c3cccs3)nc2C#N)cc1 | -0.7% | -7% | 8% | -2% | ? | -14% | ? | -2%
Cc1cn(S(=O)(=O)c2ccc(F)c(Cl)c2)cn1 | -3.0% | . | . | -1% | . | -1% | -6% | 0%
O=C1C2C3C=CC(C3)C2C(=O)N1CCc1ccccc1 (stereo unspecified) | -0.8% | -4% | 5% | 6% | 0%[46.1 µM] | 9% | -5% | -2%
Cc1ccc(C(=O)NC(=S)/C=C2\N(C)c3ccccc3C2(C)C)cc1 | -1.0% | . | -12% | 3% | -18% | 1% | -16% | 3%
Cc1cc(NC(=O)CSc2n[nH]c(N)n2)no1 | 4.8% | 13% | -4% | 4% | 10% | 1% | 12% | 1%
Brc1ccc(OCCCN2CCOCC2)cc1 | 0.8% | -5% | 9% | -3% | 0%[46.1 µM] | 5% | -7% | -2%
Cc1ccc(Nc2ncc(C(=O)N3CCN(c4cccc(Cl)c4)CC3)c3ccccc23)cc1Cl | 1.4% | . | . | -14% | . | -1% | -23% | 0%
COc1cc(C(=O)NCC(c2ccc(N(C)C)cc2)N2CCCC2)cc(OC)c1OC (stereo unspecified) | -4.1% | . | . | -7% | . | -5% | 4% | -1%
Cc1cccc(NC(=O)CN(C)S(=O)(=O)c2ccc3c(c2)c(=O)n(C)c(=O)n3C)c1 | -1.1% | . | . | -17% | . | 4% | -8% | -5%
Cc1ccc(OCc2ccc(C(=O)O)o2)c([N+](=O)[O-])c1 | -1.0% | -7% | -1% | -3% | 8% | -30% | 3% | -1%
COc1cc(C)c(Cl)cc1S(=O)(=O)NCc1ccncc1 | 1.0% | 4% | -6% | -2% | -10%[46.1 µM] | 7% | 4% | 1%
NS(=O)(=O)c1cccc(NC(=O)/C=C/c2cccs2)c1 | -2.4% | 3% | 5% | -7% | -15% | 2% | -11% | -2%
CCC(c1nnnn1Cc1ccco1)N(Cc1cc2cc(OC)ccc2[nH]c1=O)C1CCCCC1 (stereo unspecified) | 15% | ? | -5% | -13% | ? | 28% | -22% | ?
COCCNC(=O)Cn1c(-c2cccs2)cc2cc(Cl)ccc21 | 1.2% | . | . | 2% | . | -20% | -4% | 126µM*[quencher]
CC(=O)c1cccc(NC(=O)NC2CCCc3ccccc32)c1 (stereo unspecified) | -1.4% | -1% | 6% | -10% | 3% | -2% | -20% | -1%
Cc1ccc(C(c2sc3nc(-c4ccco4)nn3c2O)N2CCOCC2)cc1 (stereo unspecified) | 4.1% | . | . | -4% | . | -2% | -6% | -1%
CC(C)CCNC(=O)C1CC(=O)N(C2CCCC2)C1 (stereo unspecified) | 1.0% | -7% | -1% | 1% | -17%[46.1 µM] | -1% | -7% | 0%
N#Cc1cc(Cl)c(N2CCOCC2)cc1C#N | -2.1% | -5% | 7% | 8% | -8%[46.1 µM] | -10% | -4% | 1%
O=c1[nH]c2ccc(S(=O)(=O)NCc3ccccc3)cc2[nH]1 | -3.6% | 6% | 5% | -1% | 24% | 1% | 1% | 0%
Cc1nc(Nc2ccc(S(N)(=O)=O)cc2)sc1C(=O)Nc1ccccc1 | -1.9% | -3% | -6% | 3% | -6% | 3% | ? | -1%
COc1cccc(-c2nc(CS(=O)(=O)CC(=O)NCCc3ccc(Cl)cc3)c(C)o2)c1 | -0.3% | . | . | -16% | . | -9% | -17% | -1%
CCOc1ccc2nc(N3CCC(C(=O)Nc4nnc(CC)s4)CC3)sc2c1 | 3.5% | 5% | -5% | 2% | 16%[46.1 µM] | -16% | 2% | 3%
COc1cc2nc(Nc3ccc(F)cc3)nc(N)c2cc1OC | 0.7% | . | . | ? | . | 12% | ? | -1%
CCCNC(=S)N1CCN(C(c2ccccc2)c2ccccc2)CC1 | -0.8% | 2% | 9% | -6% | -29% | 1% | -19% | 0%
Cc1cccc(N2C(=O)C(O)=C(C(=O)c3cccs3)C2c2ccc(C(C)C)cc2)n1 (stereo unspecified) | 15% | -9% | 2% | -2% | -37% | -10% | -1% | 0%
CCC(C(=O)c1ccc2ncccc2c1)c1ccccc1 (stereo unspecified) | -3.2% | 6% | -1% | 11% | 11% | -6% | -18% | -8%
O=C(NCCc1ccccn1)c1n[nH]c(=O)c2ccccc12 | -4.9% | 7% | -5% | 5% | -11%[46.1 µM] | -3% | 1% | -10%
C=CCN1C(=O)C(CC(=O)Nc2ccc(OC)cc2)N(Cc2ccco2)C1=S (stereo unspecified) | -1.8% | -4% | 2% | 4% | -19%[46.1 µM] | -13% | -11% | -2%
O=C(CC1C(=O)NCCN1Cc1c(F)cccc1Cl)NCCc1ccccn1 (stereo unspecified) | 0.0% | 13% | 16% | -2% | -20% | 1% | -6% | 1%
Clc1cccc(-c2nnc(-c3ccno3)o2)c1 | 1.1% | 10% | -13% | -3% | 7% | -2% | -7% | 1%
COC(=O)c1c(N2C(=O)CCC2=O)sc2c1CCCC2 | -0.2% | 2% | 14% | 9% | 5%[46.1 µM] | -16% | -2% | 1%
O=C(c1cnccn1)N(Cc1cccs1)C1(C(=O)NC2CCCC2)CCCCC1 | -1.1% | 2% | 4% | 5% | 15% | 9% | 0% | 7%
COC(=O)C1CSC(C(=O)OC)N1C(=O)Nc1ccccc1 (stereo unspecified) | -1.1% | -3% | 2% | 0% | -4%[46.1 µM] | -2% | 2% | -2%
O=C(O)CC(CNS(=O)(=O)c1ccccc1)c1ccccc1 (stereo unspecified) | -1.7% | 7% | 3% | -3% | 4%[46.1 µM] | -2% | -7% | -2%
